# Bioassay records from PubChem BioAssay.
# Rac1 wt GTP bind = alters GTP binding to wildtype human Rac1 | P63000 | GST-Rac1 beads, fluorescent GTP binding, flow cytometry; actives lie on both sides; 0 = cold GTP competed, 100 = untreated | AID 757 | 190,000 tested, 0.27% active | GTP binding activity (% of control), % at 10 µM;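 active = GTP binding activity at least 20 points away from the 100% control level, either lower or higher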
# Mcl1 Bid PPI = Mcl-1/Bid interaction inhibition; Q07820; TR-FRET Mcl-1/Bid-Dy647 peptide binding, 1536-well; inhibition, % at 21.7 µM; 220,000 tested, 0.97% active;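 active = compounds that cut the binding signal by more than half at the single screening dose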;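 also: His-tagged Mcl-1 with europium anti-His antibody binding Bid BH3 peptide; 0% = Mcl-1 plus peptide wells and 100% = peptide-only wells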
# Target sequence (Q07820 whole entry, looked up): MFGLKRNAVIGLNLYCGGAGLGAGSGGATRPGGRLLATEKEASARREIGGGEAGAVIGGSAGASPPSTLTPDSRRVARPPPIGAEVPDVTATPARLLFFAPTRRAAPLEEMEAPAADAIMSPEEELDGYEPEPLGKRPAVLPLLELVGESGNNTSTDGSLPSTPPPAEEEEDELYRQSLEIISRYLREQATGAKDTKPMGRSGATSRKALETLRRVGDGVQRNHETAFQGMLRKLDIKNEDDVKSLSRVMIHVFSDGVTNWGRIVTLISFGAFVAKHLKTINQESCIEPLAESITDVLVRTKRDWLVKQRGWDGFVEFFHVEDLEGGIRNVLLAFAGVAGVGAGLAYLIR
# Rac1 mut GTP = modulators of GTP binding to human Rac1 activated mutant | P63000 | GST-Rac1 activated beads, fluorescent GTP binding, flow cytometry; actives lie on both sides; 100% means binding = to untreated wells | percent activity (GTP binding), % at 10 µM | 190,000 tested, 0.11% active | AID 764;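 active = GTP binding at least 20 percentage points away from the 100% baseline, in either direction, so actives lie on both sides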
# Bim-Mcl-1 = inhibitors of Bim-Mcl-1 interaction, human. Bead-based flow cytometry, Bim peptide-Mcl-1 binding. inhibition, % at 10 µM. Q07820. 190,000 tested, 0.1% active; in the data active = inhibition above about 40%;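 also: 0% = no compound tracer wells and 100% = peptide blocker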
# Avidin bead fluor = avidin bead compound fluorescence profile. Avidin beads, compound fluorescence 488/530 nm, flow cytometry; active compounds read high. fluorescence (KMESF) at 10 µM. 220,000 tested, 0.38% active; in the data active = fluorescence above about 47; also: inactives centre near 10
# HRas wt GTP bind = changes GTP binding to wildtype human HRas | AID 759 | P01112 | 190,000 tested, 0.14% active | GTP binding activity, % at 10 µM | GST-Ras wt beads, Bodipy-FL-GTP binding, flow cytometry; actives lie on both sides;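 active = GTP binding activity at least 20% away from the 100% baseline, either lowered as inhibitor or raised as activator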;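 also: 0% = unlabeled GTP competition control and 100% = no-compound control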
# Target sequence (P01112 whole entry, looked up): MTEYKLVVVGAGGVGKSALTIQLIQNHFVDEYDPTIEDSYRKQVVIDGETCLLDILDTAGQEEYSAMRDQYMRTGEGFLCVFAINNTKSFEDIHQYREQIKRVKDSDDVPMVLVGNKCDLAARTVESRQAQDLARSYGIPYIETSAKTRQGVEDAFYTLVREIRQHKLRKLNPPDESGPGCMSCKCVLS
# Rab2 wt GTP = changes GTP binding to wildtype dog Rab2A, up or down; GTP binding activity, % at 10 µM; P61105; 190,000 tested, 0.19% active; GST-Rab2 wt beads, Bodipy-GTP binding, flow cytometry;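 active = GTP binding activity at least 20 points away from 100%, either lowered or raised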;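 also: 0% = beads with excess unlabeled GTP and 100% = no-compound control corrected for plate trend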
# Rab7 wt modul = alters GTP binding to wildtype dog Rab7. GST-Rab7 beads, fluorescent GTP binding, flow cytometry; actives lie on both sides; untreated = 100%, excess cold GTP = 0%. GTP binding activity (percent of control), % at 10 µM. 190,000 tested, 0.055% active. AID 758;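 active = fluorescent GTP binding to Rab7 beads changed by at least 20 points from the 100% baseline, either direction, mostly lower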;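 also: median green fluorescence of bound Bodipy-FL-GTP per Rab7 bead population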
# Mcl1-Noxa inh = Mcl-1/Noxa interaction inhibition. TR-FRET Mcl-1/Noxa peptide binding, 2 h. Q07820. 220,000 tested, 1.5% active. inhibition, % at 21.7 µM;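 active = compounds that cut the protein-peptide binding signal by more than 50% relative to plate controls in a single-dose test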;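 also: His-tagged Mcl-1 with rhodamine Noxa BH3 peptide and terbium anti-His antibody; 0% = Mcl-1 plus Noxa peptide wells and 100% = peptide-only wells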
# Cdc42 wt GTP = changes GTP binding to wildtype human Cdc42. P60953. GST-Cdc42 beads, Bodipy-GTP binding, flow cytometry; actives lie on both sides. percent activity (GTP binding), % at 10 µM. 190,000 tested, 0.2% active. AID 761;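 active = percent activity GTP binding at least 20 points away from the 100% baseline, either down as inhibitor or up as activator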;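 also: median bead fluorescence of bound Bodipy-FL-GTP at 100 nM; 0% = excess unlabeled GTP control and 100% = no compound control; below 100% means less GTP binding so inhibitor and above means activator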
# Target sequence (P60953 whole entry, looked up): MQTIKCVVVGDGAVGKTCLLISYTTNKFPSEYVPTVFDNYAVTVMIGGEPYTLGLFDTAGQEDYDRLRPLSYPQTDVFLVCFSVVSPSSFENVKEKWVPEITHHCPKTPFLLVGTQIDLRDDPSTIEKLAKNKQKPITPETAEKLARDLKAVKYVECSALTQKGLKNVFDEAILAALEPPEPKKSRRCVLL
# Pf gametocyte = inhibitors of late stage P. falciparum gametocyte viability; 150,000 tested, 0.065% active; P. falciparum stage V gametocytes, ATP luminescence, 24 h; inhibition, % at 10.9 µM;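 active = inhibition above the mean plus 3 SD of compounds within the control limits, set per campaign, cut at about 38% in these data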;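 also: 0% = DMSO wells and 100% = medium only without gametocytes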
# * marks the source's active call; other numbers are inactive results; nt = no result given.
SMILES,Rac1 wt GTP bind,Mcl1 Bid PPI,Rac1 mut GTP,Bim-Mcl-1,Avidin bead fluor,HRas wt GTP bind,Rab2 wt GTP,Rab7 wt modul,Mcl1-Noxa inh,Cdc42 wt GTP,Pf gametocyte
COc1cccc(C(C(=O)NC2CCCC2)N(CC2CCCO2)C(=O)Cc2cccs2)c1 (centres undefined),97,-3,96,-1,4,98,97,104,-24,98,-41
Cc1ccc(C2CC(c3ccc(C)cc3)n3nc(N)nc3N2)cc1 (centres undefined),105,-12,101,-6,22,102,102,100,8,105,nt
O=C1CC(C(=O)O)c2ccccc2N1 (centres undefined),102,17,100,-1,10,98,99,99,29,102,nt
O=C(Cc1ccc(Cl)cc1)Nc1ccc(SC(F)F)cc1,101,-2,99,-1,5,99,98,95,16,101,5
Cc1ccc2oc(-c3ccc(NC(=O)c4ccncc4)cc3O)nc2c1,101,17,98,-1,12,99,99,100,29,103,7
CCC12CN3CC(CC)(CN(C1)C3c1ccc(OC(C)C)cc1)C2=O (centres undefined),102,-20,100,2,9,102,101,104,-1,101,nt
CC(=O)c1ccc(N2CCN(C(=S)Nc3ccccc3)CC2)cc1,95,-16,96,-2,8,97,97,96,9,96,nt
O=C(N/N=C\c1ccccc1)c1ccccc1-n1cccc1,99,-36,95,-6,9,98,99,97,10,97,5
COc1cc(C2N(c3ccc(Cl)cc3)C(=O)C3CCCN32)cc(OC)c1OC (centres undefined),97,-13,97,1,7,97,98,97,0,98,nt
O=C(C1CCCO1)N1CCN(c2c3c(nc4cc(-c5ccc(F)cc5)nn24)CCC3)CC1 (centres undefined),108,-20,100,0,10,102,102,100,5,103,-7
COc1ccccc1N1CCN(C(=O)c2cc(C3CC3)on2)CC1,103,-14,99,-4,22,99,100,97,14,103,nt
Cc1ccccc1-c1nc(CN2CCC(C(=O)NCCCN3CCOCC3)CC2)c(C)o1,99,-9,99,-1,34,97,99,96,16,99,20
COc1ccc(/C(C)=N/NC(=S)NCc2ccco2)cc1,100,-7,98,-2,2,97,99,96,20,96,-2
CC(C)COc1ccc2[nH]c3c(c2c1)CCCC3=O,96,-23,96,0,12,95,97,90,-3,96,nt
CCOC(=O)c1ccc(N2C(=O)c3n[nH]c(C)c3C2c2ccc(OC)c(OC)c2)cc1 (centres undefined),102,-26,98,-3,18,101,97,97,9,99,-51
Cc1ccc(C(=O)NNC(=O)C2CCN(c3nccc(C)n3)CC2)cc1,102,-11,99,0,22,101,99,98,12,104,nt
COc1cc(OC)cc(C(=O)N[C@H](C(=O)OCC(=O)Nc2ccc(OC)c(OC)c2)C(C)C)c1,98,-24,94,0,11,99,98,106,-2,96,16
COc1ccc(S(=O)(=O)NCc2ccccc2)cc1,99,-12,102,2,8,101,100,102,-5,102,nt
CCOc1ccc(NC(=O)c2cn(-c3ccc(OCC)cc3)c(=O)c3cc(OC)c(OC)cc23)cc1,99,-12,96,0,7,97,96,92,-16,99,19
C/C(CC(=O)NCCCN1CCOCC1)=N\NC(=O)COc1cccc2ccccc12,106,-13,100,-5,8,101,101,99,-13,102,1
O=C(CSc1nnc(Nc2ccccc2)s1)Nc1ccc(S(=O)(=O)N2CCOCC2)cc1,92,-38,95,0,10,95,95,95,2,95,12
CC1(C)CC(=O)C2=C(C1)N(c1ccc(F)cc1)C(=O)C2(NC(=O)c1ccccc1F)C(F)(F)F (centres undefined),109,-8,102,-2,15,103,98,98,15,103,-10
CCCCc1ccc(NC(=S)NCc2ccc(OC)cc2)cc1,99,-40,96,2,9,98,99,103,6,97,-8
Cc1cc(=O)oc2cc(OCC(=O)N3c4ccccc4CC3C)ccc12 (centres undefined),94,0,97,-1,11,98,97,92,16,100,nt
COc1ccc(COCC(O)CN2CCC(C(N)=O)CC2)cc1OC (centres undefined),98,-8,95,-2,11,95,98,96,7,98,-6
Cc1ccc(CN2C(=O)CCSc3ccc(Cl)cc32)cc1,100,10,104,-5,13,106,104,100,10,102,-4
O=C(COC(=O)C12CC3CC(CC(C3)C1)C2)Nc1nc2c(F)c(F)c(F)cc2s1,93,-8,96,-9,9,94,94,93,17,74*,20
COc1cccc(C2=NC(C)(C)NC(c3ccccc3O)C2)c1 (centres undefined),103,-46,99,-1,34,101,99,96,12,102,18
CCOC(=O)/C(=N\Nc1ccccc1Cl)N1CCN(C)CC1,104,-31,101,-3,8,104,103,99,-1,105,-5
Cc1cc(C(=O)OCC(=O)N2CC(=O)Nc3ccccc32)no1,100,-10,100,-2,13,102,103,99,1,103,11
O=c1[nH]c(CSc2nnc3ccccn23)nc2cc(C(F)(F)F)ccc12,94,-12,94,1,8,96,97,102,2,92,-4
COc1ccc(NC(=O)CCc2nc(-c3ccc(C)cc3)no2)c(OC)c1,106,3,93,-2,35,98,98,95,-5,102,-7
NC(=O)C1CC(=O)N(c2ccc(OCC(=O)Nc3cccc(C(F)(F)F)c3)cc2)C1 (centres undefined),97,2,97,-2,12,101,100,100,2,99,-12
Cc1cc(C)c(C(=O)OCCNC(=O)c2cccnc2)cc1C,102,32,98,-5,215*,100,102,98,43,104,25
CN(C)c1ccc(NC(=O)CSCc2nc3c(nnn3Cc3ccc(F)cc3)c(=O)[nH]2)cc1,100,-33,98,1,11,101,100,100,12,101,nt
COc1ccc(N(C)S(=O)(=O)c2cccc(C(=O)NC3CCCC3)c2)cc1,98,-7,96,0,22,95,95,95,7,95,-20
O=C(CSc1nnc(-c2ccccc2F)n1C1CC1)Nc1ccc2[nH]c(=O)[nH]c2c1,103,-17,97,3,10,99,102,105,26,96,-39
COC(=O)Cn1ccc(-c2ccc(Cl)cc2)c(C#N)c1=O,96,-32,93,1,9,95,98,105,2,97,5
O=C1CCC(/C=C/c2ccccc2)=NN1Cc1ccccc1,94,-29,90,0,10,92,94,94,-20,90,-17
Clc1ccc(SCCCCn2cncn2)cc1,97,-13,96,-2,14,99,98,95,8,98,-9

# Twelve compounds already listed, sorted by length of the SMILES, ascending:
SMILES,Rac1 wt GTP bind,Mcl1 Bid PPI,Rac1 mut GTP,Bim-Mcl-1,Avidin bead fluor,HRas wt GTP bind,Rab2 wt GTP,Rab7 wt modul,Mcl1-Noxa inh,Cdc42 wt GTP,Pf gametocyte
CCCCc1ccc(NC(=S)NCc2ccc(OC)cc2)cc1,99,-40,96,2,9,98,99,103,6,97,-8
O=C(Cc1ccc(Cl)cc1)Nc1ccc(SC(F)F)cc1,101,-2,99,-1,5,99,98,95,16,101,5
COC(=O)Cn1ccc(-c2ccc(Cl)cc2)c(C#N)c1=O,96,-32,93,1,9,95,98,105,2,97,5
COc1ccccc1N1CCN(C(=O)c2cc(C3CC3)on2)CC1,103,-14,99,-4,22,99,100,97,14,103,nt
CC(=O)c1ccc(N2CCN(C(=S)Nc3ccccc3)CC2)cc1,95,-16,96,-2,8,97,97,96,9,96,nt
Cc1cc(=O)oc2cc(OCC(=O)N3c4ccccc4CC3C)ccc12 (centres undefined),94,0,97,-1,11,98,97,92,16,100,nt
Cc1ccc(C(=O)NNC(=O)C2CCN(c3nccc(C)n3)CC2)cc1,102,-11,99,0,22,101,99,98,12,104,nt
O=c1[nH]c(CSc2nnc3ccccn23)nc2cc(C(F)(F)F)ccc12,94,-12,94,1,8,96,97,102,2,92,-4
C/C(CC(=O)NCCCN1CCOCC1)=N\NC(=O)COc1cccc2ccccc12,106,-13,100,-5,8,101,101,99,-13,102,1
NC(=O)C1CC(=O)N(c2ccc(OCC(=O)Nc3cccc(C(F)(F)F)c3)cc2)C1 (centres undefined),97,2,97,-2,12,101,100,100,2,99,-12
CCOc1ccc(NC(=O)c2cn(-c3ccc(OCC)cc3)c(=O)c3cc(OC)c(OC)cc23)cc1,99,-12,96,0,7,97,96,92,-16,99,19
CC1(C)CC(=O)C2=C(C1)N(c1ccc(F)cc1)C(=O)C2(NC(=O)c1ccccc1F)C(F)(F)F (centres undefined),109,-8,102,-2,15,103,98,98,15,103,-10

# Record cards (already shown).
# Profile of CCOC(=O)/C(=N\Nc1ccccc1Cl)N1CCN(C)CC1 = Rac1 wt GTP bind: 104; Mcl1 Bid PPI: -31; Rac1 mut GTP: 101; Bim-Mcl-1: -3; Avidin bead fluor: 8; HRas wt GTP bind: 104; Rab2 wt GTP: 103; Rab7 wt modul: 99; Mcl1-Noxa inh: -1; Cdc42 wt GTP: 105; Pf gametocyte: -5
# Profile of COc1cccc(C2=NC(C)(C)NC(c3ccccc3O)C2)c1 (centres undefined) = Rac1 wt GTP bind: 103; Mcl1 Bid PPI: -46; Rac1 mut GTP: 99; Bim-Mcl-1: -1; Avidin bead fluor: 34; HRas wt GTP bind: 101; Rab2 wt GTP: 99; Rab7 wt modul: 96; Mcl1-Noxa inh: 12; Cdc42 wt GTP: 102; Pf gametocyte: 18

# New compounds follow
SMILES,Rac1 wt GTP bind,Mcl1 Bid PPI,Rac1 mut GTP,Bim-Mcl-1,Avidin bead fluor,HRas wt GTP bind,Rab2 wt GTP,Rab7 wt modul,Mcl1-Noxa inh,Cdc42 wt GTP,Pf gametocyte
FC(F)(F)c1cccc(N2CCN(CC3CC4C=CC3C4)CC2)c1 (centres undefined),101,25,96,1,24,101,100,100,14,99,nt
CC(=O)N(Cc1cc2cc(C)c(C)cc2n2nnnc12)CC1COCCO1 (centres undefined),99,-21,96,2,8,96,97,97,-5,99,nt
COc1ccc(NC(=O)CN2CCN(c3nc(-c4ccc(F)cc4)cs3)CC2)c(OC)c1,86,-51,89,6,6,89,90,88,19,91,6
COc1ccccc1NC(=O)CSc1nnc(C)o1,102,-10,98,0,4,102,98,99,-6,101,nt
O=C(CSc1ncnc2nc[nH]c12)N1CCOCC1,107,8,98,-1,9,102,103,102,6,102,nt
CCCCOC(=O)C1=C(C)Nc2ncnn2C1c1ccc(OC)c(OC)c1 (centres undefined),103,-31,98,-3,15,101,101,97,4,101,-42
Oc1ccc2c(c1)oc1cc(O)ccc12,95,-30,96,5,15,96,96,96,29,98,nt
COc1ccccc1NC(=O)c1cc(Br)ccc1Cl,99,-17,95,-2,9,99,103,105,11,97,1
Cc1ccc(Nc2nc(N)nc(CN3CCN(C)CC3)n2)cc1C,99,0,99,-2,11,98,101,98,6,99,nt
CCCCN(CCCC)Cc1ccc(C(=O)NNC(=O)Nc2ccc(F)cc2)o1,97,-19,92,0,9,95,94,97,25,95,3
Cc1ccc(NC(=O)c2cccc(S(=O)(=O)N(C)c3ccccc3)c2)cc1S(=O)(=O)N1CCOCC1,105,-24,101,3,4,103,102,103,22,103,nt
Clc1ccc2c(c1)[C@H]1OCC[C@H]1[C@@H](c1ccco1)N2,103,-18,98,-2,25,101,99,102,10,101,nt
COc1cc(-c2cc(C(=O)O)c3cc4c(cc3n2)OCCO4)cc(OC)c1OC,102,6,98,-4,nt,99,99,99,14,101,nt
Cc1cc(NC(=O)C2CCCN(S(=O)(=O)c3c(C)noc3C)C2)n[nH]1 (centres undefined),106,-11,99,-3,4,103,103,108,-11,102,nt
CCn1cc(SCC(=O)N2CCOCC2)c2ccccc21,107,-35,99,0,6,104,101,100,-2,102,nt
